Growth percent in the NCI-60 one-dose screen (48 h, 10 µM unless noted): 100 = growth as untreated, 0 = no growth, -100 = all killed.
UACC-257 – UACC-257 melanoma; 78,000 compounds, 4.4% hits; AID 1794764
M14 – M14 melanoma | 80,000 compounds, 6.2% hits | AID 1794745
SK-MEL-2 – SK-MEL-2 melanoma; 77,000 compounds, 4.7% hits; AID 1794763
SK-MEL-28 – SK-MEL-28 melanoma | 81,000 compounds, 4.1% hits | AID 1794761
UACC-62 – UACC-62 melanoma; AID 1794756; 81,000 compounds, 5.4% hits
A549/ATCC – A549/ATCC NSCLC; 81,000 compounds, 3.7% hits; AID 1794740
MDA-MB-435 – MDA-MB-435 melanoma. 82,000 compounds, 7.8% hits
SK-MEL-5 – SK-MEL-5 melanoma; 80,000 compounds, 6.4% hits
Active calls of the source: *; & = joins results of further samples. Rule for the calls: active = growth percent below 10; inactive = the rest.

The first 2 records, to show the layout:
O=S(=O)(NCCCNc1nccc(-c2c(-c3ccc(F)c(O)c3)nc3sccn23)n1)c1ccc(F)cc1 was read as UACC-257 -10*, M14 6.8*, SK-MEL-2 -30*, SK-MEL-28 9.2*, UACC-62 -42*, A549/ATCC 10, MDA-MB-435 -12* and SK-MEL-5 -45*.
Screening O=C(Cn1cc(CN2C(=O)c3ccccc3S2(=O)=O)nn1)Nc1ccc(Br)cc1 returned UACC-257 98, M14 98, SK-MEL-2 91, SK-MEL-28 97, UACC-62 90, A549/ATCC 103, MDA-MB-435 103 and SK-MEL-5 98.

All compounds of this part, previewed entries included:
O=S(=O)(NCCCNc1nccc(-c2c(-c3ccc(F)c(O)c3)nc3sccn23)n1)c1ccc(F)cc1 was read as UACC-257 -10*, M14 6.8*, SK-MEL-2 -30*, SK-MEL-28 9.2*, UACC-62 -42*, A549/ATCC 10, MDA-MB-435 -12* and SK-MEL-5 -45*.
Screening O=C(Cn1cc(CN2C(=O)c3ccccc3S2(=O)=O)nn1)Nc1ccc(Br)cc1 returned UACC-257 98, M14 98, SK-MEL-2 91, SK-MEL-28 97, UACC-62 90, A549/ATCC 103, MDA-MB-435 103 and SK-MEL-5 98.
`CCOC(=O)CN1C(=O)c2ccccc2C1=O` gave UACC-257 111, M14 107, SK-MEL-2 96, SK-MEL-28 104, UACC-62 109, A549/ATCC 100, MDA-MB-435 111 and SK-MEL-5 112.
O=C(O)c1ccc(-n2cc(/C=N/Nc3c(F)c(F)cc(F)c3F)c(-c3ccccc3)n2)cc1 was read as UACC-257 98, M14 95, SK-MEL-2 85, SK-MEL-28 103, UACC-62 90, A549/ATCC 70, MDA-MB-435 105 and SK-MEL-5 87.
CN1C(=O)CCC2(c3ccccc3)CC=C(O)C=C12 (stereo not given) was read as UACC-257 92, M14 94, SK-MEL-2 110, SK-MEL-28 110, UACC-62 102, A549/ATCC 101, MDA-MB-435 109 and SK-MEL-5 108.
Screening Clc1ccc(SCSc2nc3ccccc3s2)cc1 returned UACC-257 100, M14 111, SK-MEL-2 99, SK-MEL-28 106, UACC-62 95, A549/ATCC 100, MDA-MB-435 100 and SK-MEL-5 102.
NC1=Nc2ccc(OC(F)(F)F)cc2SC1 was read as UACC-257 112, M14 92, SK-MEL-2 98, SK-MEL-28 99, UACC-62 99, A549/ATCC 99, MDA-MB-435 97 and SK-MEL-5 94.
Oc1c(CN2CCCCC2)cc(/C=C/c2cc(CN3CCCCC3)c(O)c3ncccc23)c2cccnc12 was read as UACC-257 94, M14 57, SK-MEL-2 64, SK-MEL-28 76, UACC-62 60, A549/ATCC 46 and MDA-MB-435 81.
Screening Clc1cccc(I)c1 returned UACC-257 116, M14 100, SK-MEL-2 136, SK-MEL-28 103, UACC-62 97, A549/ATCC 107, MDA-MB-435 109 and SK-MEL-5 99.
Screening O=C1Nc2ccccc2/C1=C\c1ccc(OCC(=O)c2ccc(Br)cc2)cc1 returned UACC-257 74, M14 73, SK-MEL-2 72, SK-MEL-28 80, UACC-62 53, A549/ATCC 58, MDA-MB-435 71 and SK-MEL-5 29.
CCCCOc1nc2ccc(C)cc2cc1/C=C/c1cc(/C=C/c2cc3cc(C)ccc3nc2OCCCC)[nH]n1 was read as UACC-257 108, SK-MEL-2 107, SK-MEL-28 103, UACC-62 99, A549/ATCC 108 and MDA-MB-435 112.
CC(Oc1nc2c(c(=O)n(C)c(=O)n2C)n1C)C1CCCCC1 (stereo not given) was read as UACC-257 115, M14 99, SK-MEL-2 87, SK-MEL-28 111, UACC-62 85, A549/ATCC 114, MDA-MB-435 105 and SK-MEL-5 103.
COC(=O)C1=CCCCC(N2CCOCC2)=C1C(=O)OC was read as UACC-257 93, M14 110, SK-MEL-2 94, SK-MEL-28 108, UACC-62 93, A549/ATCC 99, MDA-MB-435 106 and SK-MEL-5 107.
`CCCCCCCCCCCC[n+]1ccccc1` gave M14 -41*, SK-MEL-2 -30*, SK-MEL-28 21, UACC-62 -42*, A549/ATCC 9.0*, MDA-MB-435 -17* and SK-MEL-5 -95*.
`NS(=O)(=O)c1ccc(Nc2nc(N/N=C/CCc3ccccc3)nc(Nc3ccccc3)n2)cc1` gave UACC-257 112, SK-MEL-2 105, SK-MEL-28 107, UACC-62 96, A549/ATCC 106, MDA-MB-435 101 and SK-MEL-5 100.
For COc1cc(-c2nc(SC(C)C)nc(Nc3cccc4ccccc34)c2C#N)cc(OC)c1OC the results were UACC-257 82, M14 78, SK-MEL-2 93, SK-MEL-28 85, UACC-62 51, A549/ATCC 70, MDA-MB-435 72 and SK-MEL-5 63.
`Nc1cccc(C(=O)O)c1` gave UACC-257 136, M14 94, SK-MEL-28 126, UACC-62 99, A549/ATCC 76, MDA-MB-435 94 and SK-MEL-5 88.
CCN(CC)CCCNc1cc(OC)cc2nc3ccccc3nc12 was read as UACC-257 78, M14 87, SK-MEL-2 72, SK-MEL-28 117, UACC-62 79, A549/ATCC 40, MDA-MB-435 81 and SK-MEL-5 94.
For COc1ccc(Cc2nnc(SCC(=O)Nc3ccc(C)cc3)n2-c2ccc(C)cc2)cc1 the results were UACC-257 101, SK-MEL-2 94, SK-MEL-28 118, UACC-62 95, A549/ATCC 98, MDA-MB-435 110 and SK-MEL-5 99.
COc1cc2cc(Oc3ccc(NC(=O)Nc4ccc(C(F)(F)F)cc4)cc3)c(C)nc2cc1OC was read as UACC-257 67, M14 95, SK-MEL-2 77, SK-MEL-28 58, UACC-62 69, A549/ATCC 32, MDA-MB-435 80 and SK-MEL-5 47.
Cc1ccc(NC(=O)CNC(C)(C)C)cc1Cl was read as UACC-257 104, M14 88, SK-MEL-2 74, SK-MEL-28 104, UACC-62 104, A549/ATCC 94, MDA-MB-435 103 and SK-MEL-5 102.
NC[C@@H]1CCN(c2cc3c(cc2F)c(=O)n(N)c(=O)n3Cc2ccc3ccccc3c2)C1 was read as UACC-257 114, M14 92, SK-MEL-2 92, SK-MEL-28 105, UACC-62 112, A549/ATCC 88, MDA-MB-435 97 and SK-MEL-5 88.
For Cc1ccc(Nc2c(C(N)=O)cnc3ccc(-c4csc(N)n4)cc23)cc1 the results were UACC-257 101, M14 99, SK-MEL-2 110, SK-MEL-28 101, UACC-62 102, A549/ATCC 95, MDA-MB-435 102 and SK-MEL-5 97.
Screening O=C1C(Br)CCCCCCCCCC1Br (stereo not given) returned UACC-257 100, M14 96, SK-MEL-2 106, SK-MEL-28 111, UACC-62 97, A549/ATCC 100, MDA-MB-435 104 and SK-MEL-5 105.
For C#CCOC(=O)[C@@H]1CCCN1CC#C the results were UACC-257 97, M14 98, SK-MEL-2 98, SK-MEL-28 107, UACC-62 93, A549/ATCC 80, MDA-MB-435 91 and SK-MEL-5 90.
Screening CC(NCCO)c1ccccc1 (stereo not given) returned UACC-257 80, M14 97, SK-MEL-2 119, UACC-62 100, A549/ATCC 96, MDA-MB-435 102 and SK-MEL-5 105.
Screening N#Cc1c(-c2ccc(OCc3ccccc3)cc2)nc(SCc2ccc([N+](=O)[O-])cc2)[nH]c1=O returned UACC-257 104, M14 108, SK-MEL-2 106, SK-MEL-28 128, UACC-62 106, A549/ATCC 103, MDA-MB-435 101 and SK-MEL-5 103.
`O=S(=O)(O)C1(O)CCc2ccccc2C1` (stereo not given) gave UACC-257 108, M14 97, SK-MEL-2 109, SK-MEL-28 117, UACC-62 97, A549/ATCC 111, MDA-MB-435 112 and SK-MEL-5 87.
O=C(Cn1c(=O)sc2nc3ccccc3nc21)Nc1ncc(Cc2cccc(Cl)c2Cl)s1 was read as UACC-257 107, M14 100, SK-MEL-2 103, SK-MEL-28 120, UACC-62 79, A549/ATCC 100, MDA-MB-435 101 and SK-MEL-5 100.
For CC(=O)Nc1ccccc1OCC(=O)O the results were UACC-257 93&95, M14 99&99, SK-MEL-2 105&107, SK-MEL-28 107&105, UACC-62 96&99, A549/ATCC 94&87, MDA-MB-435 103&101 and SK-MEL-5 97&102.
CN1CCC2(CC1)OCCCO2 was read as UACC-257 92, M14 98, SK-MEL-28 98, UACC-62 105, A549/ATCC 95, MDA-MB-435 91 and SK-MEL-5 110.
`COc1cc(-n2cnc(N)c2C(=O)c2ccc(S(C)(=O)=O)cc2)cc(OC)c1OC` gave UACC-257 112, M14 105, SK-MEL-2 97, SK-MEL-28 107, UACC-62 101, A549/ATCC 98, MDA-MB-435 110 and SK-MEL-5 106.
CN(C)c1ccc(C2N(Cc3ccccc3)CCC3CCCCN32)cc1 (stereo not given) was read as UACC-257 101, M14 102, SK-MEL-28 107, UACC-62 101, A549/ATCC 94, MDA-MB-435 95 and SK-MEL-5 95.
Cc1ccc(C2CC(c3ccccc3)=NN2c2nc(-c3cc4ccccc4oc3=O)cs2)cc1 (stereo not given) was read as UACC-257 102, M14 100, SK-MEL-2 98, SK-MEL-28 111, UACC-62 87, A549/ATCC 104, MDA-MB-435 103 and SK-MEL-5 96.
CN1CCCC(NC(c2ccccc2)c2ccccc2)C1 (stereo not given) was read as UACC-257 99, M14 108, SK-MEL-2 106, SK-MEL-28 106, UACC-62 105, A549/ATCC 103, MDA-MB-435 107 and SK-MEL-5 98.
For O=C1CC[C@@H](C(=O)N[C@H]2CSSC[C@@H](C(=O)N/C=C/c3ccccc3)NC(=O)[C@H](Cc3ccccc3)NC(=O)[C@@H]3CCCN3C(=O)[C@@H]3CCCN3C2=O)N1 the results were UACC-257 110, M14 96, SK-MEL-2 103, SK-MEL-28 103, UACC-62 92, A549/ATCC 111, MDA-MB-435 107 and SK-MEL-5 100.
CC(C)C(C(=O)NCCCN1CCOCC1)N1C(=O)/C(=C/c2ccc(Br)cc2)SC1=S (stereo not given) was read as UACC-257 100, M14 91, SK-MEL-2 98, SK-MEL-28 101, UACC-62 94, A549/ATCC 102, MDA-MB-435 99 and SK-MEL-5 104.
`Nc1ccc2c(c1)NCC2` gave UACC-257 97, M14 105, SK-MEL-2 108, SK-MEL-28 118, UACC-62 85, A549/ATCC 104 and MDA-MB-435 115.
For N#CCC(=O)Nc1nnc(-c2ccc(Cl)cc2)o1 the results were UACC-257 110, M14 96, SK-MEL-2 115, SK-MEL-28 115, UACC-62 91, A549/ATCC 101, MDA-MB-435 106 and SK-MEL-5 106.
`CCn1c(SC/C(=N/O)c2ccccc2)nnc1-c1ccncc1` gave UACC-257 104, M14 107, SK-MEL-2 109, SK-MEL-28 110, UACC-62 102, A549/ATCC 103, MDA-MB-435 100 and SK-MEL-5 102.
For CC(=O)N1CC(=O)N/C(=C\c2cn(S(=O)(=O)c3ccccc3)c3ccc(C)cc23)C1=O the results were UACC-257 97, M14 86, SK-MEL-2 104, SK-MEL-28 108, UACC-62 83, A549/ATCC 86, MDA-MB-435 101 and SK-MEL-5 98.
`C/C(=N\Nc1ncnc2c1c(C)nn2C)c1ccc(Br)cc1` gave UACC-257 97, M14 110, SK-MEL-2 101, SK-MEL-28 97, UACC-62 99, A549/ATCC 93, MDA-MB-435 99 and SK-MEL-5 89.
CCOC(=O)c1cc(=O)c2c(OC)ccc(OC)c2[nH]1 was read as UACC-257 123, M14 110, SK-MEL-2 118, SK-MEL-28 122, UACC-62 109, A549/ATCC 101, MDA-MB-435 113 and SK-MEL-5 114.
CCCC(CCC(N)=O)(CCC(N)=O)[N+](=O)[O-] was read as UACC-257 110, M14 104, SK-MEL-2 76, SK-MEL-28 107, UACC-62 102, A549/ATCC 113, MDA-MB-435 90 and SK-MEL-5 103.

An excerpt from above in order of formula weight, lowest first:
CN1CCC2(CC1)OCCCO2 was read as UACC-257 92, M14 98, SK-MEL-28 98, UACC-62 105, A549/ATCC 95, MDA-MB-435 91 and SK-MEL-5 110.
For CC(=O)Nc1ccccc1OCC(=O)O the results were UACC-257 93&95, M14 99&99, SK-MEL-2 105&107, SK-MEL-28 107&105, UACC-62 96&99, A549/ATCC 94&87, MDA-MB-435 103&101 and SK-MEL-5 97&102.
CCCC(CCC(N)=O)(CCC(N)=O)[N+](=O)[O-] was read as UACC-257 110, M14 104, SK-MEL-2 76, SK-MEL-28 107, UACC-62 102, A549/ATCC 113, MDA-MB-435 90 and SK-MEL-5 103.
`CCCCCCCCCCCC[n+]1ccccc1` gave M14 -41*, SK-MEL-2 -30*, SK-MEL-28 21, UACC-62 -42*, A549/ATCC 9.0*, MDA-MB-435 -17* and SK-MEL-5 -95*.
CN1CCCC(NC(c2ccccc2)c2ccccc2)C1 (stereo not given) was read as UACC-257 99, M14 108, SK-MEL-2 106, SK-MEL-28 106, UACC-62 105, A549/ATCC 103, MDA-MB-435 107 and SK-MEL-5 98.
CCN(CC)CCCNc1cc(OC)cc2nc3ccccc3nc12 was read as UACC-257 78, M14 87, SK-MEL-2 72, SK-MEL-28 117, UACC-62 79, A549/ATCC 40, MDA-MB-435 81 and SK-MEL-5 94.
Screening O=C1Nc2ccccc2/C1=C\c1ccc(OCC(=O)c2ccc(Br)cc2)cc1 returned UACC-257 74, M14 73, SK-MEL-2 72, SK-MEL-28 80, UACC-62 53, A549/ATCC 58, MDA-MB-435 71 and SK-MEL-5 29.
For CC(=O)N1CC(=O)N/C(=C\c2cn(S(=O)(=O)c3ccccc3)c3ccc(C)cc23)C1=O the results were UACC-257 97, M14 86, SK-MEL-2 104, SK-MEL-28 108, UACC-62 83, A549/ATCC 86, MDA-MB-435 101 and SK-MEL-5 98.
For O=C1CC[C@@H](C(=O)N[C@H]2CSSC[C@@H](C(=O)N/C=C/c3ccccc3)NC(=O)[C@H](Cc3ccccc3)NC(=O)[C@@H]3CCCN3C(=O)[C@@H]3CCCN3C2=O)N1 the results were UACC-257 110, M14 96, SK-MEL-2 103, SK-MEL-28 103, UACC-62 92, A549/ATCC 111, MDA-MB-435 107 and SK-MEL-5 100.
